# Bioassay records (PubChem)
# M4 antag: blocks acetylcholine activation of human M4 receptor. CHO-hM4 cells, ACh EC80, Fluo-8 calcium fluorescence. inhibition, % at 3 µM. 0.73% of 360,000 active. AID 624125;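 active = inhibition above its plate's cutoff, the mean inhibition of sample wells plus 3 SD, cut at about 27% in these data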;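 note: 0% = acetylcholine EC80 with DMSO and 100% = DMSO without agonist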
# Target sequence (P08173 whole entry, looked up): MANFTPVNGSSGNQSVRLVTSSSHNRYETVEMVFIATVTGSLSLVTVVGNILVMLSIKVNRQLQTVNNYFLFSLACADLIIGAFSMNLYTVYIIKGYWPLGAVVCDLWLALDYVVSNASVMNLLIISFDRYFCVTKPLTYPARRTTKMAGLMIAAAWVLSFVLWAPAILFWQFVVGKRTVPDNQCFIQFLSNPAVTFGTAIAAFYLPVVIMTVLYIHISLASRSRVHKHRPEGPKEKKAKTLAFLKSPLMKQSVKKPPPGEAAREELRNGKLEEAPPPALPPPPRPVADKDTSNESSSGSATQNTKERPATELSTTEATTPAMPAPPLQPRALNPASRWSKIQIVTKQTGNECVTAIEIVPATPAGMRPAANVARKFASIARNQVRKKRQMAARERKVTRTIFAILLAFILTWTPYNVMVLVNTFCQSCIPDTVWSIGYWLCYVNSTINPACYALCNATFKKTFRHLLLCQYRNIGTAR
# CHRM5 agonist: agonists of human muscarinic M5 receptor (CHRM5); P08912; activation, % at 3 µM; AID 624037; CHO-K1 hM5 cells, Fluo-8 calcium fluorescence; 0% DMSO wells, 100% maximal acetylcholine response; 0.19% of 360,000 active;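 active = activation above the run's mean over test compounds plus 3 SD, cut at about 23% in these data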;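 note: signal is peak over basal fluorescence ratio across the kinetic read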
# CHRM5 antagonist: CHRM5 antagonism in calcium assay; CHO-hM5 cells, Fluo-8 calcium fluorescence, ACh EC80; AID 624040; inhibition, % at 3 µM; P08912; 0.59% of 360,000 active;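 active = inhibition above a per-plate cutoff, the mean of that plate's test compounds plus 3 SD, cut at about 27% in these data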;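 note: 0% = acetylcholine EC80 with DMSO and 100% = DMSO without agonist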
# CHRM4 agonist: agonists of human muscarinic M4 receptor (CHRM4) | AID 624127 | 0.14% of 360,000 active | CHO-K1 hM4/Gqi5, Fluo-8 calcium fluorescence; vehicle 0%, full acetylcholine response 100% | activation, % at 3 µM;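 active = activation above the run mean over all test wells plus 3 SD, cut at about 32% in these data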;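 note: peak over basal fluorescence ratio per well then scaled between controls; 0% = DMSO wells and 100% = acetylcholine at EC100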
# M4 PAM: potentiates acetylcholine response at human M4 receptor. P08173. AID 624126. activation, % at 3 µM. CHO-K1 hM4/Gqi5, Fluo-8 calcium fluorescence, ACh EC20; 0% = ACh EC20, 100% = maximal ACh. 0.4% of 360,000 active;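 active = activation above its plate's cutoff, the mean activation of sample wells plus 3 SD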; note: some results filed as inactive read as strong as hits
# CHRM1 PAM: potentiates human M1 receptor response to acetylcholine | P11229 | CHO-K1 hM1, Fluo-8 calcium fluorescence, ACh EC20; 0% = ACh EC20, 100% = maximal ACh | activation, % at 3 µM | 0.088% of 360,000 active; in the data active = activation above about 19%, passing the limit was not always enough
# Target sequence (P11229 whole entry, looked up): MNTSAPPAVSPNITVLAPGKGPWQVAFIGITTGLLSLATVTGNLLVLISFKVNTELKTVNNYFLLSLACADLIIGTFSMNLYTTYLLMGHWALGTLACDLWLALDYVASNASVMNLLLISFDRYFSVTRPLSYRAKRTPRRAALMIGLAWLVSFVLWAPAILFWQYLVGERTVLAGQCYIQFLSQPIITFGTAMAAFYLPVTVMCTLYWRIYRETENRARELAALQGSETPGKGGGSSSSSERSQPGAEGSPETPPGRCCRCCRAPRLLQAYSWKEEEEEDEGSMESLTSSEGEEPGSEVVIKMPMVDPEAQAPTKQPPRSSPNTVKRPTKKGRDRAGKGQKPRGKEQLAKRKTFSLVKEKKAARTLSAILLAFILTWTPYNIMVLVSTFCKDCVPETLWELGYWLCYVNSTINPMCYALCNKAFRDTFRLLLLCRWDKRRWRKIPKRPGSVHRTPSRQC
# CRFR2-BP ag: agonists of human CRF-binding protein/CRF-R2 receptor complex. HEK293 CRF-R2/CRF-BP, calcium dye fluorescence (FLIPR); percent of saturating CRF peptide response. activation, % at 13.2 µM. 0.46% of 350,000 active;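 active = activation of at least 50%, plus an integration ratio under a set limit after plate pattern correction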;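 note: plate controls were neutral control wells without compound for no effect and CRF at EC100 for full effect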
# CHRM5 PAM: positive allosteric modulators of human muscarinic M5 receptor; 0.3% of 360,000 active; P08912; CHO-K1 hM5, Fluo-8 calcium, ACh EC20 PAM; 0% = ACh EC20, 100% = ACh EC100; activation, % at 3 µM;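 active = activation above the run cutoff, the mean activation of all test compounds plus 3 SD, cut at about 18% in these data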
#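 Probe or stimulus: acetylcholine, EC20 level; Assay system: human M5 receptor in CHO-K1 cells; Schedule: compound preincubation 140 s before EC20 acetylcholine addition; Technique: intracellular calcium via Fluo-8 fluorescence; Dosing: single-point, 3 µM nominal; Read-out basis: percent activation from peak-over-basal fluorescence ratio, scaled EC20-to-EC100 acetylcholine; Repeats: one well per compound, no replicates.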
# CRFR2-BP antag: blocks CRF-induced signaling of the CRF-BP/CRF-R2 complex; HEK293 CRF-R2/CRF-BP, CRF-induced calcium fluorescence; inhibition, % at 11.8 µM; 0.59% of 350,000 active; AID 588475;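 active = inhibition of the ligand-induced calcium signal above about 50% at the single tested concentration, limit read from the data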
# An asterisk follows results filed as active; . = no result given.
SMILES,M4 antag,CHRM5 agonist,CHRM5 antagonist,CHRM4 agonist,M4 PAM,CHRM1 PAM,CRFR2-BP ag,CHRM5 PAM,CRFR2-BP antag
C/C(=N\Nc1cc(N2CCOCC2)ncn1)c1ccc(O)cc1,3.8,7.7,2.8,-0.1,1.2,7.7,0.0,8.3,4.9
Cc1ccc(-n2nnnc2SCC(=O)c2c(N)n(C3CC3)c(=O)[nH]c2=O)cc1C,6.3,4.2,-1.1,1.1,4.4,2.7,-0.2,2.0,-3.8
Cc1cccc(CCN(CC(=O)NC(C)(C)C)C(=O)c2csnn2)c1,-5.5,-3.6,5.6,0.3,-0.4,11.0,-0.1,-4.9,2.0
CCCOC(=O)c1c(N)sc2c1CCC2,-1.7,0.5,2.9,0.6,-2.0,10.7,1.4,-2.2,-8.9
CC(NC(=O)C1CCC(C(C)(C)C)CC1)C(c1ccccc1)N1CCOCC1 (stereo unspecified),6.0,-2.0,-0.5,-1.3,-5.9,7.5,-1.9,-2.1,19.5
COc1ccc(CCN2C(=O)c3cccc4cccc(c34)C2=O)cc1OC,11.4,1.2,2.1,-0.2,-2.3,-5.8,-4.4,-3.9,23.4
COC(=O)c1ccc(S(=O)(=O)N(CCO)Cc2ccccc2)n1C,-36.3,3.0,-9.3,2.5,5.5,3.1,-0.5,13.7,-17.7
CC(=O)N(Cc1cccnc1)c1cccc(-c2nc3ccccc3s2)c1,4.1,4.9,16.4,12.8,-3.8,-1.5,-1.4,-14.0,-2.8
NC(=O)c1c(NC(=O)C(=O)NCCCN2CCOCC2)sc2c1CCCC2,-1.6,0.1,-7.5,1.4,1.1,0.1,0.0,3.0,7.0
C=CCn1c(=S)[nH]c2nc3c(cc2c1=O)COC(C)(C)C3,17.6,-2.1,-7.6,-0.1,-2.9,8.0,1.0,2.5,-4.4
COc1ccc(/C=C(\C#N)C(=O)OCC(=O)Nc2c(C)cccc2C)cc1,-4.5,0.2,-0.8,2.5,4.1,6.2,0.0,-3.1,19.7
COc1ccccc1CC(=O)O/N=C(\N)Cc1cccc2ccccc12,15.6,-4.0,2.9,1.0,-12.2,-4.5,0.3,0.6,3.9
COC(=O)C(C(=O)Nc1ncccn1)C1CCCCCC1 (stereo unspecified),9.8,-1.7,-6.6,1.1,-3.7,6.4,0.7,6.8,0.5
COc1ccc(N2CC(C(=O)NCCC3=CCCCC3)CC2=O)cc1 (stereo unspecified),4.5,-6.4,3.1,0.5,4.8,5.4,0.6,9.3,21.6
CC(=O)c1ccc(NC(=O)C2CC(c3ccc(F)cc3)=NO2)cc1 (stereo unspecified),-8.3,-0.6,-7.7,0.8,11.7,3.9,-0.2,8.7,36.5
CCC(=O)c1ccc(OC(=O)c2cnccn2)cc1,-0.1,-1.6,11.0,2.4,7.6,7.5,-0.5,-0.3,-18.7
Cc1ccccc1NC(=O)Nc1ccccc1Br,8.6,-1.7,-3.5,-0.1,-4.8,-3.9,-1.4,2.2,29.4
COC(=O)c1ccc(Cl)c(NC(=O)c2cccc([N+](=O)[O-])c2C)c1,1.0,-2.5,-9.2,1.0,1.1,13.3,-2.4,-4.6,13.4
C/C(=N\NC(=O)Cc1ccccc1)c1cccs1,5.1,1.4,0.3,0.7,2.0,7.6,-1.2,-5.9,-2.5
Cc1cccc(CSC2=CS(=O)(=O)c3ccccc3N2)c1,-4.3,1.6,-2.4,9.9,3.6,-1.2,-2.5,0.5,-12.2
CCCN1C2CCCC1CC(NC(=S)Nc1cc(C)ccc1C)C2 (stereo unspecified),16.3,-7.6,22.4,1.4,-13.8,-1.3,-0.3,-18.7,-6.4
COC(=O)c1ccc(NS(=O)(=O)c2ccc3[nH]c(=O)oc3c2)cc1,6.8,-2.1,-0.6,1.1,1.0,5.9,0.4,2.7,-2.5
COc1ccccc1N1CCN(c2nc(N)c(C#N)c(CC#N)c2C#N)CC1,-3.3,3.2,4.6,9.1,-6.1,0.4,0.2,-5.8,18.5
CCOC(=O)c1c(N)c2cc([N+](=O)[O-])cnc2n1C,0.8,0.9,10.7,-0.2,-4.1,4.5,-0.8,-9.0,15.7
Cc1c(Cc2ccccc2)c(=O)oc2cc(OCC(=O)NCC3CCC(C(=O)O)CC3)ccc12 (stereo unspecified),-10.2,2.5,9.5,0.6,3.0,15.0,-1.4,-2.2,-13.5

# Carrying on:
SMILES,M4 antag,CHRM5 agonist,CHRM5 antagonist,CHRM4 agonist,M4 PAM,CHRM1 PAM,CRFR2-BP ag,CHRM5 PAM,CRFR2-BP antag
Cc1ccc(OCc2cc(C(=O)NC3CCOC3)no2)cc1C (stereo unspecified),4.2,-1.2,8.6,1.4,-1.7,7.8,-0.7,-5.5,-4.9
CCc1ccc(Nc2nnc(SCC(=O)N(C)C3CCS(=O)(=O)C3)s2)cc1 (stereo unspecified),-11.4,-4.5,-4.0,0.7,3.4,1.5,-0.1,3.2,-6.5
CC(CC(=O)O)CC1=NS(=O)(=O)c2ccccc2N1 (stereo unspecified),-3.3,-2.2,-2.0,0.8,10.5,3.0,-3.0,3.0,-3.8
CCOc1ccc(C(=O)OCC(=O)Nc2ccc(SC(F)F)cc2)cc1OCC,0.2,-1.1,-0.3,1.5,8.9,-2.4,-1.4,-1.9,-24.3
Cc1onc(-c2ccccc2)c1C(=O)N/N=C/c1ccco1,-7.2,-9.7,1.4,1.8,3.8,5.8,4.0,-4.4,-6.0
O=C(Nc1cc(C(F)(F)F)ccc1Cl)c1cc(C2CC2)on1,-1.8,-1.9,-3.6,-0.7,1.7,-5.9,-0.5,-1.3,-4.4
CCN1CCN(C(=O)c2cn(CCOC)c(=O)c3c2c2ccccc2n3C)CC1,-2.5,0.9,-4.9,2.1,2.7,4.9,-0.8,-1.4,-1.4
CCOC(=O)c1ccc(-n2c(O)c(/C=N/NC(=O)C3COc4ccccc4O3)c3ccccc3c2=O)cc1 (stereo unspecified),0.1,1.7,-4.9,6.7,-15.9,-4.7,0.7,-4.7,0.2
O=C(COC(=O)CNC(=O)c1ccc(Cl)cc1Cl)NC1CCCCC1,-7.8,-0.9,-7.5,0.8,8.7,19.2,-0.4,11.7,15.1
Cc1cc(C)nc(NS(=O)(=O)c2ccc(CC(C)C)cc2)c1,3.7,-14.4,7.2,2.7,-16.2,-6.7,-2.5,-1.2,-4.5
CC1CC(C)CN(C(=O)CSc2n[nH]c(N)n2)C1 (stereo unspecified),-3.2,2.2,-2.8,0.5,9.0,5.0,-1.0,12.5,4.8
Cc1csc(/C(=N\O)c2csc(C)n2)n1,-2.6,0.4,9.7,2.1,20.6*,4.7,-0.2,0.8,6.6
Cn1c(SCC(=O)Nc2cccc(F)c2)nnc1-c1cccnc1,-17.7,1.0,-0.5,0.5,0.7,4.8,-2.1,-3.3,32.2
C[C@H]1CN([C@@H](C)CO)C(=O)CCCn2nncc2CO[C@H]1CN(C)C(=O)c1ccccc1,-9.8,0.3,-6.1,1.1,6.0,9.8,-3.3,5.5,34.5
CC(C)(C)c1cc(CCC(=O)NCCc2ccccn2)cc(C(C)(C)C)c1O,1.0,-5.3,5.3,-1.0,-5.9,6.0,-1.3,-1.9,16.6
CCC(C)Nc1nc2c(C)cccn2c(=O)c1C=Nc1ccc(OC)cc1 (stereo unspecified),0.0,-3.5,-0.5,-0.7,-2.1,0.9,0.9,7.2,-3.1
Cc1ccc(COc2cccc3c2CCN(Cc2ccc(F)cc2)C3=O)cc1,0.9,0.7,5.6,-0.5,-5.8,-3.2,1.6,-2.5,12.4
CCOC(=O)C(NC(C)=O)(Nc1ccc(S(=O)(=O)Nc2cc(C)on2)cc1)C(F)(F)F (stereo unspecified),-2.8,-1.4,5.6,-0.3,-2.0,-8.9,-2.7,-0.9,21.4
O=C(O)Cn1cc2c(n1)CCCC2,-2.1,-1.2,-4.2,0.8,15.3,-0.8,0.6,2.1,-18.7
Cc1onc(-c2ccccc2)c1C(=O)N/N=C/c1ccc([N+](=O)[O-])s1,2.4,-4.3,7.8,6.6,-7.1,-3.7,4.8,-8.2,-13.0
C/C(=N\NS(=O)(=O)c1cccc([N+](=O)[O-])c1)c1cccnc1,-6.8,-1.9,6.1,3.7,9.2,11.7,1.0,4.2,12.8
CCCOc1ccc(C2=CSC3=NCCN23)cc1,-3.2,-14.0,13.7,1.0,3.0,-14.6,0.7,7.1,-3.8
CS(=O)(=O)N(CCc1ccccc1)CC(=O)NCc1cccnc1,-5.2,-0.4,-4.2,1.7,23.9,11.6,2.4,3.1,-10.4
CCC(C)N(C(=O)COc1ccc(Br)cc1C=O)C1CCS(=O)(=O)C1 (stereo unspecified),1.7,-2.3,1.9,0.8,5.8,9.5,24.3,4.7,4.8
COCCCC1CCN(C(=O)C2CCC(=O)N(CCc3cccc(F)c3)C2)CC1 (stereo unspecified),3.1,-1.0,-7.4,0.7,2.9,3.7,-1.0,4.6,4.0

# Compound profiles (already shown). Order of screens: M4 antag | CHRM5 agonist | CHRM5 antagonist | CHRM4 agonist | M4 PAM | CHRM1 PAM | CRFR2-BP ag | CHRM5 PAM | CRFR2-BP antag
# Entry for O=C(Nc1cc(C(F)(F)F)ccc1Cl)c1cc(C2CC2)on1 = -1.8 | -1.9 | -3.6 | -0.7 | 1.7 | -5.9 | -0.5 | -1.3 | -4.4
# Entry for CC(CC(=O)O)CC1=NS(=O)(=O)c2ccccc2N1 (stereo unspecified) = -3.3 | -2.2 | -2.0 | 0.8 | 10.5 | 3.0 | -3.0 | 3.0 | -3.8
# Entry for CCc1ccc(Nc2nnc(SCC(=O)N(C)C3CCS(=O)(=O)C3)s2)cc1 (stereo unspecified) = -11.4 | -4.5 | -4.0 | 0.7 | 3.4 | 1.5 | -0.1 | 3.2 | -6.5
# Entry for C[C@H]1CN([C@@H](C)CO)C(=O)CCCn2nncc2CO[C@H]1CN(C)C(=O)c1ccccc1 = -9.8 | 0.3 | -6.1 | 1.1 | 6.0 | 9.8 | -3.3 | 5.5 | 34.5

# Carrying on:
SMILES,M4 antag,CHRM5 agonist,CHRM5 antagonist,CHRM4 agonist,M4 PAM,CHRM1 PAM,CRFR2-BP ag,CHRM5 PAM,CRFR2-BP antag
CC1CCC2(CC1)NC(=O)N(Cc1nc(-c3ccccc3)no1)C2=O (stereo unspecified),0.6,0.0,-4.9,1.1,0.9,-2.4,1.7,1.6,-17.3
O=C(NNC1=NC2(CCCC2)Cc2ccccc21)c1cccnc1,10.8,5.2,1.8,1.3,-9.7,3.0,-0.7,-2.2,-1.8
CSc1ccc(CN(C)C(=O)c2cc(=O)[nH]c3ccccc23)cc1,-1.1,3.5,0.3,11.2,-3.6,1.9,-1.9,-4.6,3.8
O=C(CSc1nnc2n(C3CCCC3)c(=O)c3ccccc3n12)N1CCCCCC1,-7.9,-1.5,-5.1,-3.3,1.9,4.3,-1.8,-0.8,-47.4
Cc1cc(C2=NNC(=NC3CC3)SC2)c(C)n1-c1ccccc1F,2.3,0.1,5.9,1.8,-6.2,-0.2,0.3,-7.4,3.2
CCOc1ccccc1NC(=O)Cc1coc2cc(C)ccc12,0.1,-2.7,-3.5,-0.4,11.7,6.4,0.8,5.7,11.8
COCc1cc(=O)[nH]c(N2CCN(C(=O)c3ccco3)CC2)n1,4.5,0.0,6.8,0.8,0.1,4.5,-0.8,-1.3,5.7
O=C(C(Sc1ccccc1)c1ccccc1)N1CCOCC1 (stereo unspecified),5.0,1.1,-3.2,0.8,-0.9,8.4,1.5,-1.2,-2.0
N#CCCN(Cc1ccccc1)C(C(=O)NC1CCCCC1)C1CC1 (stereo unspecified),2.2,-0.3,5.8,1.9,0.7,-3.5,.,2.7,.
CCOc1ccc2[nH]c3nc(SCC(=O)NC4CCCC4)nnc3c2c1,8.6,-2.9,7.3,1.3,0.4,5.4,-0.5,-1.0,4.6
